SV40 large T antigen: SV40 large T antigen inhibitors, biochemical (AID 1903); SV40 large T antigen ATPase/helicase inhibition assay; higher % means a stronger effect; inhibition, % at 20 µM, or IC50 in µM where a hit was titrated; 310,000 tested, 0.39% active; in the data active means a potency from the dose series; inconclusive means inhibition mostly from about 32% at the one dose, without a potency; inactive means the rest, 99 in 100 with inhibition below about 32%; further: strong numbers were not always called active
RSV CPE inhibition: inhibition of RSV-induced cytopathic effect – HEp-2 cells, primary 10 µM value included (AID 2391). HEp-2 cells, RSV-induced CPE inhibition; higher % means a stronger effect. CPE inhibition, % at 10 µM, or IC50 in µM where a hit was titrated. 310,000 tested, 0.13% active; in the data active means a potency from the dose series; inconclusive means CPE inhibition mostly from about 23% at the one dose, without a potency; inactive means the rest, 99 in 100 with CPE inhibition below about 21%; further: strong numbers were not always called active
GPR35 arrestin U2OS: inhibition of zaprinast-stimulated GPR35 beta-arrestin translocation – imaging, U2OS, beta-arrestin-GFP, zaprinast agonist, primary screen (AID 2058); U2OS GPR35 beta-arrestin-GFP translocation imaging, zaprinast antagonism; higher % means a stronger effect; inhibition, % at 10 µM, or IC50 in µM where a hit was titrated; 290,000 tested, 0.052% active;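 active means inhibition of at least 50% with at least 30 cells and total cytoplasm GFP at most 10,000,000; inconclusive means under 30 cells or total GFP of 10,000,000 plus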
PhoP inhibition: inhibitors of PhoP regulon expression, primary screen, Salmonella Typhimurium, GFP reporter (AID 1863); S. Typhimurium PhoP-regulated promoter GFP reporter, 4 h; higher % means a stronger effect; 300,000 tested, 0.16% active; inhibition, % at 50 µM, or IC50 in µM where a hit was titrated;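 active means inhibition over 29.93%, a cutoff 3 SD above the screen mean, later confirmed by dose response; inconclusive means inhibition over 29.93% but no dose response follow-up; inactive means inhibition at most 29.93% or unconfirmed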;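 further: 0% = low Mg2+ inducing control and 100% = high Mg2+ repressing control; strong numbers were not always called active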
West Nile antiviral: inhibition of WNV-induced cytopathic effect – cell-based, CPE readout (AID 1621); West Nile virus-infected cells, CPE inhibition; higher % means a stronger effect; one-dose CPE inhibition, % at 10 µM; IC50 in µM for titrated hits; 290,000 tested, 0.02% active; in the data active means a potency from the dose series; inconclusive means CPE inhibition mostly from about 3.7% at the one dose, without a potency; inactive means the rest, 99 in 100 with CPE inhibition below about 2.2%; further: strong numbers were not always called active
Dengue-2 NS5 capping: flavivirus cap methylation enzyme inhibition – biochemical, confirmation dose response, primary screen (AID 588689). Dengue-2 NS5 methyltransferase capping enzyme assay, biochemical; higher % means a stronger effect. inhibition, % at 25 µM; hits with a dose series show IC50 in µM. 340,000 tested, 0.3% active; in the data active means a potency from the dose series; inconclusive means inhibition above about 29% without an active follow-up result
LYP phosphatase: inhibitors of LYP phosphatase, biochemical, fluorescence intensity, uHTS (AID 1779); recombinant LYP phosphatase, fluorescence intensity; higher % means a stronger effect; one-dose inhibition, % at 11.5 µM; IC50 in µM for titrated hits; 290,000 tested, 0.054% active; in the data active means inhibition above about 50%;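 further: plate controls were vehicle with enzyme for no effect and no enzyme for full effect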
Rac1 GTP hydrolysis: MgcRacGAP GTPase-activating activity inhibitors, confirmation, biochemical, ADP Hunter fluorescence; MgcRacGAP-stimulated Rac1 GTP hydrolysis, ADP Hunter fluorescence; higher % means a stronger effect; GST-tagged Rac1 F28L mutant substrate; inhibition, % at 30 µM, or IC50 in µM where a hit was titrated; 340,000 tested, 0.6% active;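 active means first-screen hits whose inhibition reached a set limit at any dose in the follow-up dose series; inconclusive means inhibition above the set first-screen limit but never retested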;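 further: fluorescence reports GDP produced by GAP-driven GTP hydrolysis; strong numbers were not always called active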
CSM14.1 death rescue: rescue of cells from ER stress-induced death, primary screen, 384-well, CSM14.1, thapsigargin, ATP luminescence (AID 1222) | one-dose cellular ATP content (survival), % at 20 µM; EC50 in µM for titrated hits | CSM14.1 thapsigargin-induced death rescue, ATP luminescence; higher % means a stronger effect | 190,000 tested, under 10 active;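 active means EC50 below 50 µM in the dose-response confirmation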;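 further: death triggered by thapsigargin at about 15 µM added after 2 h compound pretreatment; cell ATP read after overnight thapsigargin exposure of roughly 18 to 22 hours; normalized against plate controls of thapsigargin alone and 5% DMSO vehicle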
Dengue-2 NS5 capping pilot replicate: also measured in Dengue-2 NS5 capping; calls as there; inhibition, %; measured here: pilot screen replicate inhibition
* = called active by the depositor; u = inconclusive; x = no result given.

SMILES	SV40 large T antigen	RSV CPE inhibition	GPR35 arrestin U2OS	PhoP inhibition	West Nile antiviral	Dengue-2 NS5 capping	LYP phosphatase	Rac1 GTP hydrolysis	CSM14.1 death rescue	others
CCC(=O)c1c[nH]c(C(=O)NCC2CCCO2)c1 (centres undefined)	-1%	1.6%	-9%	13%	0.2%	4%	-3%	5%	-0.4%
COc1ccccc1NC(=O)NNC(=O)c1ccc2ccccc2c1	12%	6.3%	-3%	0%	-0.1%	-10%	-8%	6%	x
CCn1nc(CC(C)C)cc1C(=O)N1CCCC(Nc2ccc(OC)cc2)C1 (centres undefined)	28%	0.7%	4%	4%	-1.0%	2%	-8%	121µM*	x
Cc1cc(C)n(CC(=O)n2c3ccccc3c3ccccc32)n1	4%	3.7%	-3%	12%	0.0%	-1%	-7%	9%	-1.0%
COc1ccc(C2=NS(=O)(=O)N(C)C(C(=O)Nc3ccc(C)cc3)=C2)cc1	15%	2.2%	-9%	x	-0.8%	-4%	1%	4%	x
CCn1c(=O)cc(N2CCN(C(=O)c3ccco3)CC2)[nH]c1=O	10%	1.5%	12%	5%	0.8%	1%	-6%	10%	x
CC1(C)NC(=O)N(CCCSc2ccc(Cl)cc2)C1=O	12%	0.5%	-5%	-5%	0.0%	-1%	-4%	-4%	-0.4%
O=C(O)COc1ccc(/C=N/NC(=O)Cc2ccc(Cl)cc2)cc1	7%	-1.6%	-12%	-8%	0.2%	-2%	-9%	10%	x
COc1ccccc1NC(=O)C(C)Sc1nc2ccccc2c(=O)n1CC1CCCO1 (centres undefined)	4%	6.7%	x	3%	x	-7%	x	7%	x
CCCS(=O)(=O)N1CCCC(C(=O)NCCCOCC)C1 (centres undefined)	7%	0.4%	12%	3%	0.2%	4%	-7%	10%	1.1%
CCOC(=O)C1(CCOc2ccccc2)CCN(Cc2cc(OC)c3c(c2)OCO3)CC1	4%	4.6%	-13%	1%	-0.6%	-7%	-4%	4%	0.1%
CCC(=O)c1cn(CC(=O)Nc2c(C)cccc2C)c2ccccc12	-2%	-0.2%	14%	4%	-1.1%	-2%	-7%	11%	x
Cc1c(Cl)cccc1NC(=S)NCC(c1cccnc1)N(C)C (centres undefined)	5%	0.7%	-8%	-4%	0.4%	2%	-3%	13%	-1.5%
Cc1nn(C2CCS(=O)(=O)C2)c(Cl)c1/C=C/C(=O)OCC(=O)Nc1ccccc1OC(F)F (centres undefined)	8%	0.5%	-3%	-1%	0.5%	-5%	2%	7%	0.2%
Cc1ccc(C(=O)N/C(=C\c2cccs2)C(=O)NCCc2ccccn2)cc1C	8%	1.7%	11%	-6%	-1.4%	4%	-7%	4%	-0.5%
COc1ccc(OCC(=O)Nc2ccc3c(c2)nc(CN2CCN(C(C)=O)CC2)n3C)cc1	23%	2.3%	-2%	-4%	0.2%	-13%	-8%	1%	x
Cc1cccc(OCCCC(=O)Nc2ccc(S(=O)(=O)Nc3onc(C)c3C)cc2)c1C	4%	2.9%	10%	-8%	0.2%	1%	-1%	10%	0.1%
Cc1cc(-c2cccs2)c2c(N)c(C(=O)c3ccc4c(c3)OCO4)sc2n1	7%	1.7%	-8%	-53%	-0.7%	-3%	2%	9%	1.3%
CSCCC(NC(=O)C12CC3CC(CC(C3)C1)C2)C(=O)OCC(=O)c1ccc(Cl)cc1 (centres undefined)	2%	0.1%	-8%	-11%	0.1%	-7%	1%	-2%	-0.8%
Cc1ccc(C(=O)O)cc1S(=O)(=O)NCC1CCCO1 (centres undefined)	-3%	-0.3%	-5%	-11%	-0.2%	-2%	-5%	-4%	0.5%
CCCOc1ccc(N2C(=O)CC(N3CCN(c4nc5ccccc5s4)CC3)C2=O)cc1 (centres undefined)	-1%	0.1%	-1%	6%	0.1%	-1%	3%	2%	0.6%
Cc1cccc(CN2CCc3c([nH]c4ccccc34)C2C(C)(C)C)n1 (centres undefined)	2%	2.2%	12%	-1%	-1.9%	-8%	-5%	5%	x
COC(=O)C(C(=O)OC)N1C(=O)CCC1=O	4%	-0.2%	5%	1%	-0.2%	-3%	-1%	5%	x
COc1ccc(/C=C/c2noc(-c3ccccc3O)n2)cc1	-7%	1.4%	3%	-5%	-0.4%	-1%	6%	11%	7.4%
O=C(CN1CCCCCC1)Nc1ccc(Cl)cc1F	5%	-1.1%	-13%	10%	-0.5%	-5%	-5%	2%	x
Cc1cccc(N2CC(C(=O)Nc3nccs3)CC2=O)c1C (centres undefined)	0%	-0.1%	-5%	-1%	-0.3%	7%	-4%	1%	x
Cc1ccc(/C=C2\CCC3=C2OC(N)=C(C#N)C3c2ccc(C)cc2)cc1 (centres undefined)	11%	7.0%	40%	-5%	-0.5%	u	5%	10%	0.1%
COc1cc(/C=C2\CCc3ccccc3C2=O)cc(OC)c1OC	-1%	12%	7%	-8%	3.4%	-6%	5%	5%	-4.6%
O=S(=O)(Oc1ccccc1C(=S)N1CCOCC1)c1ccc(Cl)cc1	9%	1.0%	0%	14%	-0.1%	-5%	1%	10%	x
CCOc1ccc(/C=C(\C(=O)O)c2ccc(S(=O)(=O)N3CCOCC3)s2)cc1OC	5%	1.6%	2%	15%	0.1%	1%	-1%	5%	1.0%
O=C(Nc1cccc(O)c1)C(=O)Nc1ccccn1	8%	1.5%	9%	-1%	0.2%	0%	-8%	9%	0.2%
COC(=O)c1cc(S(=O)(=O)N(C)c2ccc(C)c(C)c2)c[nH]1	12%	4.5%	-16%	-5%	-0.1%	-1%	-6%	11%	x
CCCCn1c(N)c(N(CCOC)C(=O)COC(=O)COc2ccccc2C#N)c(=O)[nH]c1=O	14%	0.3%	x	-7%	x	-9%	x	3%	x
COc1cccc(NC(=O)c2cc(CN3C(=O)c4ccccc4C3=O)ccc2OC)c1	-6%	2.8%	-2%	18%	1.1%	1%	2%	5%	7.1%
O=C(NCC(=O)N(CCN1CCOCC1)C(C(=O)NC1CCCC1)c1cccnc1)c1cccs1 (centres undefined)	14%	0.6%	-4%	8%	1.7%	-4%	-5%	3%	-2.4%
CCOC(=O)Cc1csc(NC(=O)CN2CCOCC2)n1	21%	1.0%	4%	2%	-0.2%	-12%	-8%	5%	x
COc1ccc(C2CC(C)=NN2C=O)cc1OC (centres undefined)	1%	3.2%	10%	3%	0.6%	-2%	-11%	11%	-0.6%	Dengue-2 NS5 capping pilot replicate=-6.4
CCCc1cc(-c2nc(N)ncc2-c2csc(C)n2)c(O)cc1OC	0%	4.3%	-7%	-2%	-1.0%	10%	8%	0%	-1.3%
CCOC(=O)c1c(-n2cccc2)sc2c1CCCC2=O	6%	-1.1%	7%	-7%	-2.2%	-7%	3%	10%	0.2%
C=CCn1c(=O)c2ccccc2n2c(SCC(=O)N(C)C)nnc12	x	x	-10%	x	1.0%	-3%	-12%	9%	x

Continued, starting with the last three of the part before.
SMILES	SV40 large T antigen	RSV CPE inhibition	GPR35 arrestin U2OS	PhoP inhibition	West Nile antiviral	Dengue-2 NS5 capping	LYP phosphatase	Rac1 GTP hydrolysis	CSM14.1 death rescue	others
CCCc1cc(-c2nc(N)ncc2-c2csc(C)n2)c(O)cc1OC	0%	4.3%	-7%	-2%	-1.0%	10%	8%	0%	-1.3%
CCOC(=O)c1c(-n2cccc2)sc2c1CCCC2=O	6%	-1.1%	7%	-7%	-2.2%	-7%	3%	10%	0.2%
C=CCn1c(=O)c2ccccc2n2c(SCC(=O)N(C)C)nnc12	x	x	-10%	x	1.0%	-3%	-12%	9%	x
C/C(=N\Nc1nc2ccccc2[nH]1)c1cccs1	u	0.8%	-15%	40%	-1.3%	x	-3%	27µM*	-2.3%
CCOC(=O)N(NC(=O)C(O)(c1ccccc1)c1ccccc1)c1ccccc1	14%	2.9%	-1%	6%	-0.4%	2%	-7%	6%	-2.3%
COCCN(C(=O)COC(=O)c1ccccc1Oc1ccccc1)c1c(N)n(Cc2ccccc2)c(=O)[nH]c1=O	1%	0.4%	24%	1%	-0.6%	14%	-8%	0%	x
CC(C)(CN1CCN(C(c2ccccc2)c2ccccc2)CC1)NS(=O)(=O)c1ccccc1	15%	13%	2%	-10%	-0.5%	-11%	-1%	8%	x
C=CCOc1ccccc1CN1CCCC(CCC(=O)N(C)CCc2ccccn2)C1 (centres undefined)	8%	-1.3%	0%	-3%	-1.4%	x	-6%	5%	-2.3%
Cc1cccc(OCC(=O)NNS(=O)(=O)c2ccccc2F)c1	3%	2.4%	-12%	4%	-0.2%	0%	-5%	3%	x
CCCOC(=O)c1ccc(NC(=O)Oc2ccccc2)cc1	13%	-0.7%	4%	-7%	0.4%	-2%	-9%	0%	-0.2%
CCn1c(C)nc2cc(C#N)ccc21	8%	1.5%	-3%	-1%	-0.1%	3%	-7%	13%	0.2%
Cc1ccc(S(=O)(=O)N2CCCC(C(=O)NCC3CCCO3)C2)cc1 (centres undefined)	3%	0.2%	-11%	1%	-0.1%	-3%	-3%	6%	x
COc1nnc(-c2ccc(C)c(S(=O)(=O)NCCO)c2)c2ccccc12	6%	-0.7%	-3%	0%	0.4%	6%	-1%	14%	x
Cc1ccc(C)c(-n2c(-c3csc(C)c3C)n[nH]c2=S)c1	13%	1.8%	-3%	14%	-0.3%	-11%	-1%	2%	-1.3%
CCOC(=O)C1=C(c2ccccc2)NC(N)=NC1c1ccc(OCc2ccc(Cl)cc2)c(OC)c1 (centres undefined)	19%	-3.9%	9%	u	0.5%	1%	-20%	6%	x
C#CCOCCOCCOCCNc1nc(N2CCN(C(=O)[C@H]([C@@H](C)O)n3cc(CCCCN)nn3)CC2)nc(N2CCN(C(=O)[C@H]([C@@H](C)CC)n3cc(CCCCN)nn3)CC2)n1	-4%	-1.0%	x	2%	x	-1%	x	5%	x
COc1ccc(Br)cc1CN(C)CC(O)COc1ccc(Br)cc1 (centres undefined)	9%	6.7%	9%	7%	-1.7%	0%	-8%	0%	x
Cc1ccc(NC(=O)Nc2ccon2)cc1Cl	9%	14%	11%	0%	-1.2%	-7%	-10%	11%	x
CCN(CC)c1nc(-c2cccc(OC)c2O)nc2ccccc12	1%	7.3%	3%	-6%	1.6%	-4%	-1%	7%	-0.6%
Cc1ccc(Cl)cc1N1CCN(Cc2cc3c(cc2O)CCC3)CC1	12%	u	-4%	3%	0.3%	4%	-8%	6%	-2.2%
CCOc1c([N+](=O)[O-])cc2c(C)c(C(=O)N3CCN(C)CC3)oc2c1OCC	5%	-0.5%	-6%	1%	-1.0%	-10%	-4%	8%	x

Source: PubChem BioAssay (several laboratories)

An unsorted share of the library. Share with any hit: about 1.5%.
